PRMT1 inh – blocks human protein arginine methyltransferase 1 | Q99873 | recombinant PRMT1, activity-based probe fluorescence polarization | inhibition, % at 2.79 µM | 1.3% of 370,000 active | AID 652257;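 active = inhibition above about 21% made by adding two undisclosed values, limit read from the data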
MBD2 inh – MBD2-methylated oligo binding inhibition | Q9UBB5 | TR-FRET, MBD2 binding to methylated oligonucleotide | inhibition, % at 4.4 µM | 0.31% of 370,000 active | AID 686964; in the data active = inhibition above about 13%
GC-B act – GC-B (human) receptor activation; HEK293-GC-B cells, CNP EC30, cGMP TR-FRET; 0% at EC30 CNP, 100% saturating CNP; activation, % at 10 µM; 0.11% of 370,000 active; AID 1920062;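 active = activation at 10 µM reaching about 35% in either raw or pattern-adjusted values, limit read from the data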
Target sequence (P20594 whole entry, looked up): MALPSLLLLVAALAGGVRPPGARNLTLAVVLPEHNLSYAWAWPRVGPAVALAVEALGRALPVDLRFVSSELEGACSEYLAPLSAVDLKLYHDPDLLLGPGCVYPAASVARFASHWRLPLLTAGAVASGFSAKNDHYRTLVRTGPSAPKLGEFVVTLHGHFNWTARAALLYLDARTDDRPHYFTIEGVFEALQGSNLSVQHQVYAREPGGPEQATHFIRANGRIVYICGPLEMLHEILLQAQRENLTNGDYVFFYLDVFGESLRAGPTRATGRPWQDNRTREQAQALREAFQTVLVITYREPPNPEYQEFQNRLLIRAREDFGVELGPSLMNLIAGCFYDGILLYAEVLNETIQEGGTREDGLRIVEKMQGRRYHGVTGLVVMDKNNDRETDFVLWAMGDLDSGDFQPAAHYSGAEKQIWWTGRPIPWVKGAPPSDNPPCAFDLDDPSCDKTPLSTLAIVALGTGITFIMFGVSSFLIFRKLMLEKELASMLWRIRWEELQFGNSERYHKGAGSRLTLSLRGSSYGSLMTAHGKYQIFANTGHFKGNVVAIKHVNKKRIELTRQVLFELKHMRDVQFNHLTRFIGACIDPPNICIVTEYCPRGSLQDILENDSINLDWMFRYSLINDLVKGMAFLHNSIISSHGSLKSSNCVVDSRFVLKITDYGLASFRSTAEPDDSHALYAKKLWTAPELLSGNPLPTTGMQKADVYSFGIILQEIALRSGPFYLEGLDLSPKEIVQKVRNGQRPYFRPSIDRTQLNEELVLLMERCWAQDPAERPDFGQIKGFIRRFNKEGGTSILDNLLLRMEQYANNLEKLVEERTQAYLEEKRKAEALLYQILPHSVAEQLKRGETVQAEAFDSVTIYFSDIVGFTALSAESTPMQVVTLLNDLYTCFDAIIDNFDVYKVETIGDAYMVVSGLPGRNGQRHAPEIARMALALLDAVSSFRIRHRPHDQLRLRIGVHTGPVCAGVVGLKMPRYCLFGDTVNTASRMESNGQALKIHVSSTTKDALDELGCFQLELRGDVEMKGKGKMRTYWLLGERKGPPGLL
SIAE inh – blocks human sialic acid acetylesterase; Q9HAT2; SIAE FP-Rh probe binding, fluorescence polarization; inhibition, % at 9.66 µM; 0.69% of 370,000 active;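 active = inhibition above a cutoff: mean of compounds within the control limits plus 3 SD of those, cut at about 17% in these data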;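 also: 0% = plate median of compound wells and 100% = probe without SIAE protein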
TCR-CD3 inh – inhibitors of human TCR-CD3 interaction; TAMRA-labeled TCR probe fluorescence, biochemical; inhibition, % at 9.4 µM; AID 651800; 0.37% of 360,000 active; in the data active = inhibition above about 19%;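 also: recombinant mutant TCR 2C K166C tagged with TAMRA read by polarization; 0% = receptor in buffer alone and 100% = receptor with positive control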
UHRF1 binding – UHRF1 methyl-DNA binding inhibition. UHRF1 binding to methylated oligo, TR-FRET. Q96T88. 0.75% of 370,000 active. AID 687016. inhibition, % at 4.4 µM; in the data active = inhibition above about 21%;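 also: UHRF1 SRA domain binding a hemimethylated CpG hairpin DNA probe; 0% = median of test compound wells and 100% = reference inhibitor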
rCAG binder – r(CAG) repeat RNA binding | TO-PRO-1 dye displacement fluorescence | inhibition, % at 3 µM | 1.3% of 370,000 active;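 active = inhibition above the plate cutoff, the mean of all test compounds on that plate plus 3 SD, cut at about 35% in these data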;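 also: 0% = DMSO alone and 100% = 100 µM mitoxantrone as full dye displacement; higher means more dye released from RNA so lower well fluorescence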
ABHD4 inh – inhibitors of mouse ABHD4; Q8VD66; purified mABHD4, FP-Rh probe fluorescence polarization; inhibition, % at 8.92 µM; 0.54% of 370,000 active; AID 720543;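 active = inhibition exceeding the mean over every tested compound plus 3 SD, cut at about 30% in these data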;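 also: 0% = plate median of compound wells and 100% = S159A mutant with DMSO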
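Assay system: Wild-type mouse ABHD4 protein | Medium: HEPES pH 7.0 buffer, 150 mM NaCl, 0.01% Pluronic F-127 | Incubation: Enzyme–compound pre-incubation 45 min, then probe 60 min, both 25 °C | Technique: Fluorescence polarization with parallel and perpendicular emission, 525/598 nm | Evaluation: % inhibition of FP-Rh probe binding versus controls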
HTRA1 inhibitor – inhibitors of human serine peptidase HTRA1; inhibition, % at 5.96 µM; 0.5% of 340,000 active; recombinant HTRA1, FP-rhodamine activity-based probe, fluorescence polarization; Q92743; in the data active = inhibition above about 36%;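 also: 0% = enzyme with DMSO and 100% = wells lacking enzyme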
GC-A act – GC-A (human) enzyme activation; HEK293 GC-A cells, cGMP TR-FRET, EC30 ANP; 0% at EC30 ANP, 100% saturating ANP; AID 1671463; 0.14% of 370,000 active; activation, % at 10 µM; in the data active = activation above about 40%
Active calls of the source: *; · = not tested or not shown. Not all compounds are listed; the hit share may differ from the screen's.

SMILES	PRMT1 inh	MBD2 inh	GC-B act	SIAE inh	TCR-CD3 inh	UHRF1 binding	rCAG binder	ABHD4 inh	HTRA1 inhibitor	GC-A act
CCOC(=O)c1ccccc1CN1C(=O)c2ccccc2S1(=O)=O	-4	3	5	8	-2	3	-4	-3	-8	2
COc1cc(C(C)=O)ccc1Oc1cnccn1	0	7	3	8	4	8	0	4	-1	3
C/C(=N\NC(=O)c1cccc(Cl)c1)c1cccc(NC(=O)c2ccco2)c1	2	3	7	1	-4	1	1	-2	-16	-1
O=C(c1cccs1)n1cc(C(=S)N2CCOCC2)c2ccccc21	5	4	1	10	-2	16	4	-7	10	7
Cc1ccc(S(=O)(=O)Nc2ccc(-n3cnnn3)cc2)c(C)c1	4	-1	0	9	-5	0	4	1	2	-1
COc1ccc(CC(=O)Nc2cc(=O)n(C)c(=O)n2C)cc1	-1	1	-3	-1	1	2	0	8	-3	6
Cc1ccc2oc3c(c(=O)c2c1)C(c1cccc(Br)c1)N(Cc1ccco1)C3=O (stereo unspecified)	0	0	-8	2	0	1	-2	4	0	-4
O=C(O)C1C2C=CC(C2)C1C(=O)NCCc1cccc(Cl)c1 (stereo unspecified)	3	0	-8	22*	-8	1	-2	-2	2	11
Cc1ccc(NC(=O)CN2CCN(c3nc(-c4ccccc4)cs3)CC2)cc1C	-7	-5	0	0	·	3	8	-5	·	-3
Cn1c(=O)n(Cc2ccccc2Cl)c2ccccc21	0	1	6	1	-4	-1	-4	2	-5	1
COC(=O)CC1=NN(c2nc3ccccc3s2)C(=O)/C1=C/N(C)C	3	-2	1	2	3	79*	13	5	9	3
COc1ccc2[nH]c3c(c2c1)CCN1C(=O)C(CC(=O)NC(C)(C)C)C[C@H](C(=O)N2CCCCC2)[C@@]31C (stereo partly specified)	-2	7	-7	-7	-1	18	-1	-3	6	-7
NC(=O)C1CCCN(Cc2c(C(=O)N3CCc4ccccc4C3)nc3ccc(Cl)cn23)C1 (stereo unspecified)	0	0	1	6	2	0	-7	2	8	-1
COCCCN1C(=O)C(=O)/C(=C(/O)c2ccccc2)C1c1ccc(N(C)C)cc1 (stereo unspecified)	3	2	-1	-3	-3	-1	7	-4	6	5
COc1ccc2[nH]c(C(=O)NCCc3ccccc3)cc2c1	1	-3	-4	-1	-1	-2	1	7	·	-2
CC(OC(=O)c1snc(C(=O)NC2CCCCC2)c1N)C(=O)NC(C)(C)C (stereo unspecified)	-2	-1	6	1	6	-2	-5	1	3	7
COC(=O)CSc1cc([N+](=O)[O-])ccc1NC(=O)OC	1	0	-1	0	-3	0	-2	3	3	5
CN1c2ccccc2C(C)(C)C12CCCC(=O)N2 (stereo unspecified)	3	-1	-7	2	10	-2	0	14	3	-13
O=C(NCc1cccnc1)C(C(=O)c1ccc(F)cc1)n1ccccc1=O (stereo unspecified)	-3	-1	2	-2	-2	2	3	-8	10	-2
CCCCN(CC)CCNC(=O)c1cn(C)c(=O)c2c1c1ccccc1n2C	6	-4	-3	-6	0	0	4	-3	1	-3
O=C(CSc1nncn1-c1ccccc1)c1c[nH]c2ccccc12	-2	0	-1	-1	-1	-3	2	-5	-16	-7
Nn1c(SCC(=O)Nc2cccc3ccccc23)nnc1-c1cc(-c2ccc(F)cc2)n[nH]1	2	-3	-17	0	·	-1	9	0	·	-7
Cc1ccc(/C=N/NC(=O)CN2CCN(S(=O)(=O)c3ccc(Br)cc3)CC2)s1	1	0	-1	-1	-1	-1	6	-15	-5	0
O=C(N1CCOCC1)N1CCN(C(c2ccccc2)c2ccccc2)CC1	1	4	3	-3	-11	1	-2	0	3	-3
COc1cc(/C=C2/C(=O)NN(c3cccc(C)c3)C2=O)ccc1OC(=O)c1ccco1	15	-4	3	-5	2	-2	45*	29	2	11
O=C(N/N=C/c1ccoc1)c1ccc(Cl)cc1Cl	-6	1	-3	-1	2	0	1	0	-1	6
COc1ccc(-c2cc(C(=O)O)c3c(C)nn(-c4ccccn4)c3n2)cc1	1	1	4	3	1	-3	3	5	·	3
CC(C)CC1(C)NC(=O)N(CC(=O)N2C(C)CCCC2C)C1=O (stereo unspecified)	1	-1	4	4	-6	-2	1	5	5	-1
CCCc1c(C(=O)N/N=C/c2ccc(OCc3ccccc3)c(OC)c2)nnn1-c1nonc1N	-8	4	1	-3	4	-2	0	-3	-2	4
COc1ccccc1-c1nnc(NC(=O)c2cccc(N3C(=O)CCC3=O)c2)o1	-1	4	5	1	-1	-4	7	6	10	-1
Cn1c(N)c(C(=O)COC(=O)CN2C(=O)c3ccccc3C2=O)c(=O)n(C)c1=O	-2	1	0	5	4	-2	-5	-1	3	2
COc1ccc(Cc2c(-c3cccc(Br)c3)nc3ccc(Br)cn23)c(C)c1	-2	8	-7	0	-2	19	17	-1	·	-10
COCCCN1CN(S(=O)(=O)c2ccc(C)cc2C)c2nc3ccccc3nc21	3	-2	-2	-5	5	1	1	-3	-1	-2
C[C@@H]1CC[C@@]2(O[C@H](CCO)C[C@@H](O)[C@@H]2O)O1	-3	0	-2	-1	7	3	-3	2	3	3
Cc1ccc(S(=O)(=O)NNC(=O)CCCCC(=O)NNS(=O)(=O)c2ccc(C)cc2)cc1	1	2	-2	5	4	-3	-1	5	-3	8
COCCNC(=O)C1(C)CCCN(C(=O)c2ccccc2F)C1 (stereo unspecified)	-2	0	4	-1	1	3	1	-1	·	0
CCOC(=O)C1=NOC(C(=O)NN(C)c2ncc(C(F)(F)F)cc2Cl)C1 (stereo unspecified)	0	1	4	-3	5	0	-3	5	-5	4
COc1ccc(-c2sc3ccccc3c2/C=C/c2ccncc2)cc1	2	-2	-16	2	-2	1	2	-4	-80	-9
O=C(COc1ccccc1)NC1CCS(=O)(=O)C1 (stereo unspecified)	3	2	-2	-9	-6	0	-2	-4	3	-1
O=C(Cc1cn2ccsc2n1)OCc1ccccc1	1	-2	-1	-1	-4	3	-4	-1	5	3
CCOCCCNC(=S)N1CCC(NC(=O)C2CCCCC2)CC1	4	3	2	-6	-3	-1	-4	-5	1	2
Cc1ccc(NC(=S)NC(=O)C2CCCCC2)c(Br)c1	-7	-8	2	-11	-5	0	1	-5	-30	-3
COC(=O)c1cnc[nH]1	4	6	1	-1	-4	2	0	2	-2	2
O=C(Nc1ccc(C(F)(F)F)cc1)c1cnc(N2CCN(c3ccccn3)CC2)c2ccccc12	0	4	6	1	5	-3	1	1	·	2
Cc1ccc(-n2c(C)cc(/C=N/Nc3ccc([N+](=O)[O-])cn3)c2C)cc1	6	0	-8	-5	6	-2	6	11	18	-6
CCC(NC(=O)CCc1c(C)c2cc3c4c(oc3cc2oc1=O)CCCC4)C(=O)O (stereo unspecified)	2	1	-1	-1	2	1	30	-5	-5	2
CCOC(=O)c1c(N)sc2c(O)c(Br)ccc12	6	3	0	4	3	1	6	1	8	1
O=C(O)c1ccc(Cl)cc1Nc1nc2cc(Cl)ccc2o1	7	5	-3	-4	-7	0	73*	-26	-58	4
CN(C)/C=C(\C#N)C(=O)N/N=C(\CC(=O)C(F)(F)F)c1ccco1	8	-3	-2	4	-7	8	4	-1	6	0
COc1ccccc1NC(=O)C(C)OC(=O)CCSc1ccc(F)cc1 (stereo unspecified)	-7	-2	-1	-7	0	-1	-6	-2	-15	-3

Ordered by the number under GC-A act (rising): 3 of the compounds above
SMILES	GC-A act
COc1ccc(Cc2c(-c3cccc(Br)c3)nc3ccc(Br)cn23)c(C)c1	-10
Cc1ccc(/C=N/NC(=O)CN2CCN(S(=O)(=O)c3ccc(Br)cc3)CC2)s1	0
COCCCN1C(=O)C(=O)/C(=C(/O)c2ccccc2)C1c1ccc(N(C)C)cc1 (stereo unspecified)	5

More entries follow.
SMILES	PRMT1 inh	MBD2 inh	GC-B act	SIAE inh	TCR-CD3 inh	UHRF1 binding	rCAG binder	ABHD4 inh	HTRA1 inhibitor	GC-A act
CCN(CC)S(=O)(=O)c1ccc(-c2cn3ccccc3n2)cc1	-9	2	-3	-12	1	-2	4	5	-2	0
C=CCSc1ncc(CO)n1Cc1ccccc1	-3	2	·	3	6	-3	-2	4	1	·
CCOC(=O)N1CCN(S(=O)(=O)N2CCCC(C(=O)NCc3ccc(OC)cc3)C2)CC1 (stereo unspecified)	-3	2	1	2	-1	5	-6	-4	6	-3
COc1ccc(-c2csc3ncnc(NCCCO)c23)cc1	5	0	2	4	-11	1	-6	3	9	4
COc1ccc(C(=O)OC(C(=O)c2ccc(C)cc2)c2ccccc2)cc1 (stereo unspecified)	1	6	-2	-9	-8	6	4	-24	-35	-3
NC(=O)NCc1ccccc1	-3	5	-2	-3	2	3	0	2	-4	-1
CSCCC(NC(=O)c1ccccc1Cl)C(=O)NCC(c1ccco1)N1CCCCC1 (stereo unspecified)	-3	-5	-7	-12	-7	3	-2	-17	-3	-2
O=c1ccc(-c2nc3ccccc3n2Cc2ccccc2Cl)c[nH]1	-2	-7	19	-1	6	-3	-5	-3	-8	18
CCCCCN1CC(=O)N2Cc3[nH]c4ccccc4c3C[C@H]2C1=O	1	0	0	-2	-4	2	-4	-6	0	1
COc1ccc(CN2CCNC(=O)C2CC(=O)NCC2CCOCC2)c(F)c1 (stereo unspecified)	7	0	5	-8	8	6	-1	-5	6	-5
C[C@H]1CN([C@@H](C)CO)C(=O)CCCn2nncc2CO[C@H]1CN(C)S(=O)(=O)c1ccc(Oc2ccccc2)nc1	-3	-4	4	-3	7	-1	4	-2	2	6
CC1(C)Cc2ccccc2/C(=C/C(=O)N2CCCCCC2)N1	22*	-7	-13	-16	6	-5	-9	5	-1	-26
CCCn1c(NC(=O)C2CCN(C(=O)c3ccccc3C)CC2)nc2ccccc21	-4	-1	4	6	-1	-1	-7	0	-6	2
CCOc1ccc(/C=C/C(=O)N2CCOCC2)cc1OC	3	-4	-6	-6	-6	-4	-2	3	2	2
Cc1[nH]c2ccccc2c1C(=O)CN1C(=O)C(=O)N(CCC2=CCCCC2)C1=O	0	4	-3	-3	1	1	19	-38	-28	2
Fc1ccc(Nc2ccnc(Nc3ccc(F)cc3)n2)cc1	-2	5	3	10	1	3	2	9	-13	3
C[C@H](CO)N1C[C@H](C)[C@@H](CN(C)S(=O)(=O)c2cn(C)cn2)Oc2ccc(NC(=O)C3CC3)cc2C1=O	0	1	1	2	6	0	-4	-3	-1	2
Cc1cc(C)cc(NC(=O)CCC(=O)Nc2nnc(C(C)C)s2)c1	6	7	1	-12	-11	3	-4	-9	-3	2
Cc1cccc(N(C)C(=O)CCS(=O)(=O)c2cccc3nonc23)c1	-3	-4	-1	1	6	-1	-2	1	0	-2
Cc1c(NC(=O)CSc2nnc(-c3cccnc3)n2N)c(=O)n(-c2ccccc2)n1C	6	2	4	-6	1	2	2	3	-1	-1
CSc1cc(/C=N/O)c(SC)s1	5	6	2	-2	-5	6	3	-7	-4	5
Cc1cc(C(=O)Nn2c(-c3ccncc3)nc3ccccc3c2=O)ccc1[N+](=O)[O-]	1	1	-4	0	3	0	-1	-1	8	0
Cc1ccccc1Cn1c(=O)c2c(nc3n2CCN3Cc2ccco2)n(C)c1=O	-2	1	-1	-7	3	4	-3	-10	4	-2

Assay outcomes from PubChem.
